Compound activity deposited in PubChem BioAssay by National Center for Advancing Translational Sciences (NCATS).
Luciferase inh: blocks purified firefly luciferase enzyme activity | P08659 | purified P. pyralis luciferase, luminescence, biochemical | Potency, µM (top dose mostly 115 µM), for inactives: at the top dose activity change, negative = inhibition, hits mostly inhibitors | actives 2.5% (n = 76,000) | AID 1347043; further: potency means the concentration at half of the fitted maximal effect; nearly all actives have a fitted effect of over 65% in size
Target sequence (P08659 whole entry, looked up): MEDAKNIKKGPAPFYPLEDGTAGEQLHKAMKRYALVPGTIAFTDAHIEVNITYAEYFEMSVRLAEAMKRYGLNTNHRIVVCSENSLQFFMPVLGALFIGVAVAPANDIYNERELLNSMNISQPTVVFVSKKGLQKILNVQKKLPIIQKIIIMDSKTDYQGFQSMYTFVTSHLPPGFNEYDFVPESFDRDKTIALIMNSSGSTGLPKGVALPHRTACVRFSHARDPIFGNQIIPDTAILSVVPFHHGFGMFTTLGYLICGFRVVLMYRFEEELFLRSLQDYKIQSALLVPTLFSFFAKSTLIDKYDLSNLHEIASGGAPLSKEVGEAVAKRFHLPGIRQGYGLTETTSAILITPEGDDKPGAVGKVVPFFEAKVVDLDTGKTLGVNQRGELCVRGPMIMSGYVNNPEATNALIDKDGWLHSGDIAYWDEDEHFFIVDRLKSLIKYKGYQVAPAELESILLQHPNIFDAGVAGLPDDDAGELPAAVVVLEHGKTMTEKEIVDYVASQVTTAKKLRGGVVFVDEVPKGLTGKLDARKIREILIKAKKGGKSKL
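Luminescence read by CCD imager after adding enzyme (10nM final) to wells holding compound, titrated in qHTS. Substrates 10uM each D-luciferin and ATP; buffer 50mM Tris acetate pH 7.5, 10mM Mg acetate, Tween-20, BSA.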
NIH3T3 tox: NIH 3T3 cell cytotoxicity; NIH 3T3 viability, CellTiter-Glo ATP luminescence, 48-72 h; Potency, µM (series often up to 96.7 µM), for inactives: at the top dose activity change, negative = cytotoxicity, most hits filed as inhibitors; actives 4.3% (n = 94,000); further: potency means the concentration at half of the fitted maximal effect; nearly all actives have a fitted effect of over 55% in size
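ATP-dependent luminescence (CellTiter-Glo) served as the viability signal for NIH 3T3 cells treated with compound for 48 or 72 hr at 37 °C.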
SNCA viab count: reduces viability of HEK-293 SNCA reporter cells; HEK-293-SNCA-luc viability, GF-AFC fluorescence, 24 h; Potency, µM (top dose mostly 57.1 µM), without a hit: top-dose activity change, negative = cytotoxicity, most hits filed as cytotoxic; actives 0.12% (n = 150,000); AID 1671193;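 further: potency means the concentration at half of the fitted maximal effect; 0% = DMSO-treated cells and -100% = medium-only wells without cells; nearly all actives have a fitted effect of over 30% in size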
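HEK-293-SNCA-luc cells (1500/well) plated 24 h, then exposed 24 h to a dilution series; GF-AFC added 30 min at 37C, fluorescence 405/540 nm; normalised to medium-only and DMSO wells, Hill fit.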
SNCA expr inhib: SNCA gene expression inhibition. actives 0.17% (n = 140,000). AID 1671194. Potency, µM (series often up to 57.2 µM), without a hit: top-dose activity change, negative = inhibition, usual class: inhibitors. HEK-293 SNCA-luciferase knock-in, luminescence, 24 h;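 further: potency means the concentration at half of the fitted maximal effect; plate controls were DMSO cells for no effect and cell-free wells for full effect; nearly all actives have a fitted effect of over 45% in size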
GPT2 inhibitor: inhibitors of human GPT2 alanine aminotransferase; Q8TD30; Recombinant GPT2, coupled pyruvate oxidase/HRP Amplex Red fluorescence; Potency, µM (top dose mostly 57.7 µM), inactives show top-dose activity change, negative = inhibition, usual class: inhibitors; actives 0.25% (n = 100,000); further: potency means the concentration at half of the fitted maximal effect; nearly all actives have a fitted effect of over 60% in size; many of its hits are not listed in these tables
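Fluorescence read-out: pyruvate from GPT2 turnover coupled to pyruvate oxidase, HRP and Amplex Red (0.2mM ThPP, 0.2U/mL PO and HRP, 50uM Amplex final). Substrates 250uM a-KG, 2mM L-alanine; enzyme 10ng/uL; 30 min RT.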
HEK cytotox: cytotoxic compounds in HEK 293 cells. actives 6.6% (n = 94,000). AID 1345083. HEK 293 viability, ATP luminescence (CellTiter-Glo), 48-72 h. Potency, µM (top dose mostly 115 µM), for inactives: at the top dose activity change, negative = cytotoxicity, most hits filed as inhibitors; further: potency means the concentration at half of the fitted maximal effect; nearly all actives have a fitted effect of over 60% in size
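Viability of HEK 293 cells, plated at 250 cells/well, was judged by cellular ATP after compound treatment for 48 or 72 hr. Luminescence was imaged 10 min after CellTiter-Glo addition at room temperature.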
IP6K1 inh: IP6K1 kinase inhibition; AID 1645851; Q92551; activity change, % (series mostly up to about 58 µM); actives 0.81% (n = 140,000); IP6K1 kinase, ADP-Glo luminescence, 2 h; hits give low values; in the data active means activity change below about -25%
Target sequence (Q92551 whole entry, looked up): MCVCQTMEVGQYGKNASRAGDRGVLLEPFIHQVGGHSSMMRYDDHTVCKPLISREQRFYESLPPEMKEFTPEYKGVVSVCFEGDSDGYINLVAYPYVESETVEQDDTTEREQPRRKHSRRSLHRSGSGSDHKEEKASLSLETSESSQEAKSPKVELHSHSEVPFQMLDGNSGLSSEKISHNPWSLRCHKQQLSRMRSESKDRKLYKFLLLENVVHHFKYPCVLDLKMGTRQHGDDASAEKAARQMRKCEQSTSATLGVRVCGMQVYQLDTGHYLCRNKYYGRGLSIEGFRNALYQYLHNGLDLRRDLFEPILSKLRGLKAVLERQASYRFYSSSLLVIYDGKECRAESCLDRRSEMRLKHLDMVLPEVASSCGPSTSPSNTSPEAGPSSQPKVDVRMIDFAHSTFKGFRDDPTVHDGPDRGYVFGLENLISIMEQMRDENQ
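ADP-Glo luminescence measures ADP made by human IP6K1 during a 2 h RT reaction with ATP/IP6 (mix at 1.3 mM/130 uM); top library doses 57.5 and 19.1 uM final.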
An asterisk follows results filed as active; i = inactive; ? = inconclusive; / = not tested or not shown; & = joins results of further samples; [ ] = another dose, or the depositor's remark. Unless noted, the call rests on the fitted dose curve; in most records, active means well fitted curve in the direction sought with a large enough effect; inconclusive means small, poorly fitted or top-dose-only effect, or another doubt; inactive means no such curve, though single readings can be large; an effect the other way counts as inactive or inconclusive. Unless noted, on the % scale 0 is the no-effect control and ±100 the full control effect. This is a subset; count on the stated rates, not on these rows.

Second line of a record: Luciferase inh, NIH3T3 tox, SNCA viab count, SNCA expr inhib, GPT2 inhibitor, HEK cytotox, IP6K1 inh
> O=C(c1cc2c(=O)oc3ccccc3c2s1)N1CCN(c2cccc(Cl)c2)CC1
    /, /, -1.2%, 26.2%, /, /, -8.3
> CCOC(=O)c1ccc(CN(Cc2ccc(F)cc2)S(=O)(=O)c2cc(C(=O)Nc3cccc(C(F)(F)F)c3)ccc2F)cc1
    /, /, 4.6%, 14.8%, /, /, 2.8
> O=C(Nc1ccc(F)cc1)C1CCN(c2ccnc3ccnn23)CC1
    /, ?, -3.3%[87.6 µM], -4.0%[87.6 µM], 3.1%[88.5 µM], ?, 6.8
> O=C(c1ccc(F)cc1)N1CCC(Cc2nc(-c3ccccc3)no2)CC1
    0.3%, ?, -14.0%, ?, 3.7%, ?, -14.5
> Cc1nc(-c2c3n(c(=O)n(Cc4cccc(F)c4)c2=O)CCCCC3)no1
    6.9%, i, -1.4%, 15.6%, i, -4.9%, 11.2
> O=C1CCCCC(CNC(=O)c2ccoc2)N1 (configuration not stated)
    0.0%, -3.7%, 8.2%, 24.2%, i, i, 9.4
> COc1cccc(-c2ccc(C(=O)N3CCC(C(=O)NCc4cccs4)CC3)cc2)c1
    /, ?, -6.2%[12.5 µM], 117.7%[activator], -16.5%, ?, 3.2
> CC(C)Nc1nc2c(S(=O)(=O)c3cccc(Cl)c3)nnn2c2ccsc12
    /, /, 11.4%, 6.4%, /, /, 0.1
> O=C(C1CCc2ncc(-c3ccsc3)n2C1)N1CCC(Cc2ccccc2)CC1 (configuration not stated)
    5.6%, -27.2%, -0.8%, 15.2%, i, -22.0%, 13.3
> O=C(Nc1cccc(F)c1)C1CCN(c2nc3ccccc3[nH]2)CC1
    /, /, -7.8%, 42.6%[activator], /, /, 7.1
> O=C(NCc1ccc(Cl)nc1)c1ccc2ccnn2c1
    -1.4%[172 µM], -17.9%[138 µM], 2.3%[87.6 µM], -17.9%[87.6 µM], 0.0%[88.5 µM], -5.3%[172 µM], 5.1
> CCCCN(C)C(=O)c1cc(-c2ccc(C)cc2)cn1CC
    0.0%, ?, ?, -25.3%, ?, ?, -6.3
> Cc1cc(S(=O)(=O)N2C[C@@H](F)C[C@H]2C(=O)N2CCc3ccccc3C2)ccc1Cl
    -5.4%, -11.6%, -3.3%, -17.3%, i, -11.3%, -1.6
> CCC[C@H]1CN(C(=O)c2ccccc2Cc2ccc(C)cc2)C[C@@H]1N
    8.3%, 89.1µM*, -2.4%, 10.8%, i, ?, -25.9*
> CCOc1ccc(C2NC(=O)N(CC)C3=C2C(=O)OC3)cc1 (configuration not stated)
    5.1%, -2.5%, 8.0%, 0.6%, i, i, -10.0
> Cc1c(C)c2c(c(C)c1OC(=O)c1cccnc1)CC[C@@](C)(CCC[C@H](C)CCC[C@H](C)CCCC(C)C)O2
    /, /, 8.2%[23.9 µM], -2.2%[25.6 µM], i, /, 21.6
> Cn1cc(-c2ccccc2F)c2nc(COc3ccc(C(=O)O)cc3)cn2c1=O
    -21.8%[172 µM], ?, -0.8%[87.6 µM], 2.5%[87.6 µM], 3.1%[88.5 µM], -7.6%[172 µM], 1.4
> COC(=O)c1ccc(NC(=O)N2CCC(CCOc3ccc(F)cc3)C2)cc1 (configuration not stated)
    -11.1%, -20.4%, -1.2%, 2.4%, i, ?, 1.8
> COc1ccc(-n2nc(C(=O)NCCCOC(C)C)c3c4ccccc4n(C)c3c2=O)cc1
    /, /, -3.3%, -15.3%, /, /, 2.0
> CN1CC(c2nc(C3CCOCC3)nn2CC(=O)O)CC1=O (configuration not stated)
    -2.2%, i, -3.9%, -25.8%, 1.9%, -4.9%, -4.2
> Cc1ccc(C(=O)NC(C(=O)N2CCCCC2)C2CCN(C(=O)C3CCCC3)CC2)cc1 (configuration not stated)
    -1.3%, -26.6%, -31.3%, ?, i, -6.6%, -8.4
> Cc1ccc(SCC(=O)Nc2ccc(O)c(-c3nc4cc(C)ccc4o3)c2)cc1
    /, /, 2.2%, 154.6%[activator], /, /, -4.1
> CC(=O)Nc1cccc(C(=O)N2CCC(c3n[nH]c(=O)n3-c3ccccc3)CC2)c1
    8.5%, i, 9.9%, 35.1%[activator], -18.0%, 7.9%, 14.8
> CCn1cc(CN2CCc3nn(CCOC)c(=O)n3CC2)cn1
    -11.4%, -16.9%, 0.5%, -15.6%, 2.9%, -0.2%, -0.1
> CN(C)Cc1cc(C[C@@H]2C[C@H](NCc3ccc(F)cc3)C2(C)C)no1
    -3.1%[172 µM], ?, -11.3%[87.6 µM], 7.4%[87.6 µM], 3.9%[88.5 µM], ?, -5.4
> CCCN1CCN(C(=O)CC2CCCN(c3cnn(CCOC)c(=O)c3)C2)CC1 (configuration not stated)
    -4.2%, -2.3%, 8.3%, -13.1%, i, -1.5%, 0.1
> O=C(c1ccccc1)N1CCC(N2CCNC2=O)CC1
    /, i, -0.7%[87.6 µM], -7.5%[87.6 µM], i, -0.7%[172 µM], 1.2
> O=C(NCc1cccc(Cl)c1)c1ccc2nc(N3CCCCC3)sc2c1
    /, /, -1.2%, 82.7%[activator], /, /, -7.3
> COc1cccc(N2CC(C(=O)N3CCC(C#N)CC3)NC2=O)c1 (configuration not stated)
    -6.0%[172 µM], -24.1%[138 µM], 16.4%[87.6 µM], 23.2%[87.6 µM], 3.3%[88.5 µM], -27.7%[172 µM], 9.0
> COc1ccc(Cn2c(=O)c3oc4ccccc4c3n(CC(=O)Nc3ccc(F)cc3F)c2=O)cc1
    /, /, -20.5%, -11.1%, /, /, 25.9
> O=c1n(Cc2ccc(Cl)cc2)c2ccccc2c2nc(-c3ccccc3)nn12
    /, /, 7.6%, 38.9%[activator], /, /, 4.9
> O=C1CCSC2(C(=O)N(Cc3ccc(F)cc3)c3ccccc32)N1c1ccc(Cl)cc1 (configuration not stated)
    /, /, 6.1%, ?, /, /, -5.3
> CNC(=O)CCc1ccnc(N2CCCC2)c1
    6.4%, i, 3.1%, 16.4%, i, -6.4%, -13.1
> CCc1ccc(NC(=O)COc2cccc(-c3nnc4n3CCCC4)c2)cc1
    -15.9%, -16.5%, -0.5%, 4.5%, i, -10.7%, 24.9
> COc1cc(-c2nc(Cn3nnc(C(=O)Nc4ccccc4C)c3C)c(C)o2)cc(OC)c1OC
    /, /, -5.0%, -10.8%, /, /, 2.3
> CCS(=O)(=O)N1CC(=O)N(c2ccc(Cl)cc2C)C(C)(C(=O)NC2CCCCC2)C1 (configuration not stated)
    /, /, -11.0%, 30.3%[activator], /, /, 18.5
> Cc1ccccc1NC(=O)N1CCCC(Cn2cnc3cccnc32)C1 (configuration not stated)
    -4.5%, -2.7%, 12.2%, -22.2%, i, 5.2%, 13.2
> Cn1c(=O)c2c(-c3ccc(Cl)cc3)ccnc2n(C)c1=O
    /, /, -2.8%, 5.4%, /, /, -20.2
> Fc1ccc(N2CCN(Cc3nnc(-c4ccccc4Cl)o3)CC2)cc1
    /, /, 0.2%, 21.4%, /, /, -11.0
> COc1ccc(Cn2ccc3nc(C)c(C(=O)N4CCN(c5cc(C)ccc5C)CC4)cc3c2=O)cc1
    /, /, -15.7%, ?, /, /, -15.2
> CC(C)Cc1nn2c(=O)cc(COC(=O)c3ccccc3NC(=O)c3cccs3)nc2s1
    /, /, 4.3%, 5.3%, /, /, 2.0
> CCC1c2nccn2CCCN1C(=O)c1ocnc1C (configuration not stated)
    6.0%, 4.3%, -14.6%, -3.3%, i, -6.6%, -5.7
> C=CC(C)(C)C12CC3C(=O)NC(Cc4cnc[nH]4)C(=O)N3C1Nc1ccccc12 (configuration not stated)
    /, /, -25.2%, /, i, /, 8.2
> Cn1ccc(C(=O)N2CCC(c3nnc4n3C(C(=O)NCc3ccc(F)cc3)CC4)CC2)n1 (configuration not stated)
    /, 3.2%, 0.8%&4.7%, ?, i, i, -1.4&-9.3
> CC(C)c1ccccc1NC(=O)CSc1nnc(COc2ccccc2Cl)o1
    /, /, 6.7%, 24.0%, /, /, -15.3
> COc1ccc(-c2[nH]c3ccccc3c2SCCNC(=O)c2cc(OC)c(OC)c(OC)c2)cc1
    /, /, ?, ?, /, /, 1.1
> CC(C)C(=O)Nc1cccc(C(=O)Nc2nnc(C(F)(F)F)s2)c1
    /, /, -0.2%, 70.6%[activator], /, /, -28.9*
> Cc1cc(=O)[nH]c2nnc(SCC(=O)NC(C)(C)C)n12
    /, /, 0.7%, -16.1%, /, /, 3.3
> COc1ccc(CNC(=O)C2(c3ccc(NC(C)=O)cc3)CCCCC2)cc1OC
    2.1%, -11.1%, 6.9%, -5.8%, ?, -15.6%, 2.7
> CCOc1ccccc1CN1C[C@@H](CO)[C@H](NC(C)=O)C1
    -9.3%, -3.9%, 0.9%, -10.6%, -3.4%, -0.7%, -2.5
> Cc1ccc(CCNC(=O)c2ccc3c(=O)n(-c4ccccc4)c(=O)[nH]c3c2)cc1
    /, /, 0.9%, -16.8%, /, /, 5.3
> CC(=O)Nc1ccc(CN2CCn3c(nnc3-c3ccncc3)C2)cc1
    /, -3.5%, 6.3%, 22.8%, -20.2%, -7.2%, 1.3
> Fc1ccc(CCC2CCCN(C3CCN(Cc4cccnc4)CC3)C2)cc1 (configuration not stated)
    -5.7%, ?, -3.6%, -22.2%, i, ?, 13.7
> COc1cccc(-c2nnnn2[C@H]2CO[C@H]3[C@@H]2OC[C@@H]3NC(=O)c2ccccc2)c1
    -1.0%[172 µM], -30.0%[174 µM], -13.9%[87.6 µM], 3.8%[87.6 µM], -35.7%[88.5 µM], ?, 11.2
> CCOc1ccc(CNC(=O)c2ccc(CS(=O)Cc3ccc(Cl)cc3)o2)cc1 (configuration not stated)
    /, /, 17.5%, 23.6%, /, /, 20.1
> COc1ccc(C2C=C(c3ccccc3)Nc3nc(NC(=O)c4ccc(C)cc4)nn32)cc1 (configuration not stated)
    /, /, ?, 28.6%, /, /, -1.2
> COC(=O)CNC(=O)c1cccc(-c2ccc(OC)nn2)c1
    /, -7.8%[138 µM], /, /, /, i, 3.2
> COc1ccc(Cn2c(=O)c3cccnc3n(Cc3cccc(OC)c3)c2=O)cc1
    /, /, -12.4%, 6.0%, /, /, 24.7
> O=C(N[C@@H]1CN(C(=O)c2ccccn2)CC[C@@H]1CO)C1CC1
    -7.9%, i, -4.1%[12.5 µM], ?, 3.3%, i, 11.7
> COc1ccc(Cl)cc1C(=O)N1CCC[C@H]1c1nc(-c2ccc(C)cc2)no1
    -8.9%, ?, -28.6%, -15.9%, -4.1%, ?, 0.0
> COCC(=O)N1CCC2(CC1)OC(=O)N(Cc1cccnc1)C2(C)c1ccccc1 (configuration not stated)
    -8.4%[172 µM], ?, 5.7%[87.6 µM], 0.6%[87.6 µM], 1.0%[88.5 µM], 3.2%[172 µM], -7.1
